# SR-BI DiI inh = inhibitors of SR-BI mediated HDL lipid uptake, primary screen, ldlA[mSR-BI] cells, fluorescence, single point. inhibition, % at 12.5 µM. ldlA[mSR-BI] CHO cells, DiI-HDL uptake fluorescence, 3 h. 320,000 compounds, 0.96% hits. Scavenger receptor class B member 1 (Mus musculus), Q61009;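 active = mean replicate inhibition of at least 70% and a set share of replicates each scoring 70 or more; inconclusive = meets just one of the two criteria; inactive = fails both criteria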;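 also: 0% = median of neutral control wells and 100% = median of positive control wells; values of inactives mirror those of a sister screen read the other way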
# dFosB act = activators of delta FosB homodimer, primary screen, biochemical, fluorescence polarization, TAMRA-CDK5 oligo, single point; Protein FosB (Mus musculus), P13346; purified delta FosB; percent of positive-control signal above neutral wells; activation, % at 25 µM; 340,000 compounds, 0.99% hits; AID 493131, 2011;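 active = mean activation above about 17%, with every replicate also reaching it, limit read from the data, passing the limit was not always enough; inconclusive = only one of the two conditions met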;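 also: fluorescence polarization rise as delta FosB binds a TAMRA Cdk5 AP-1 oligo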
# MITF act = activators of MITF-driven TRPM1 promoter reporter, primary screen, cell-based, SK-MEL-5, luciferase, single point; SK-MEL-5 TRPM1-promoter luciferase, 24 h; % of positive control, neutral wells = 0; activation, % at 12.5 µM; 300,000 compounds, 0.75% hits; AID 588334, 2011;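 active = mean activation of at least 80% with every replicate also reaching 80%; inconclusive = mean reaches 80% but some replicate falls short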;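 also: 0% = neutral control wells and 100% = parthenolide positive control wells; values of inactives mirror those of a sister screen read the other way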
# Rtt109 HAT inh = inhibitors of C. albicans Rtt109/Vps75 HAT, primary screen, biochemical, ThioGlo CoA-SH fluorescence, plate reader. Histone acetyltransferase RTT109 (Candida albicans (strain SC5314 / ATCC MYA-2876)), …. purified Rtt109/Vps75, 4 h. inhibition, % at 34.9 µM. 330,000 compounds, 0.16% hits;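 active = inhibition of at least 50% in every replicate; inconclusive = best replicate reaches 50% inhibition but some replicates fall short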
# RTF Ca sens act = cardiac RTF calcium sensitivity activators, primary screen, biochemical, IANBD-TnC fluorescence, EC20 calcium | Troponin I, cardiac muscle (Homo sapiens) + Troponin T, cardiac muscle (Homo sapiens) + … | IANBD-labeled TnC RTF fluorescence at EC20 calcium; 0% EC20 calcium, 100% full calcium | activation, % at 7.2 µM | 340,000 compounds, 0.24% hits | AID 493008, 2010;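 active = activation above the mean over all tested compounds plus 3 SD, cut at about 30% in these data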;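 also: rise in fluorescence read as greater calcium sensitivity of cardiac thin filaments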
# HTR5A ag ctr = HTR5A agonists in luminescence cell assay, primary screen, counter-screen for OPRM1-OPRD1 heterodimer agonist project, full-deck HTS; 5-hydroxytryptamine receptor 5A (Homo sapiens), P47898; cell-based; activation, % at 9.3 µM; 340,000 compounds, 0.61% hits; AID 504692, 2011; in the data active = activation mostly above about 9.5%, no sharp cut-off; inactive = mostly below about 7.6%;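 also: 0% = cells with vehicle only and 100% = reference agonist; strong numbers were not always called active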
# Target sequence (P47898 whole entry, looked up): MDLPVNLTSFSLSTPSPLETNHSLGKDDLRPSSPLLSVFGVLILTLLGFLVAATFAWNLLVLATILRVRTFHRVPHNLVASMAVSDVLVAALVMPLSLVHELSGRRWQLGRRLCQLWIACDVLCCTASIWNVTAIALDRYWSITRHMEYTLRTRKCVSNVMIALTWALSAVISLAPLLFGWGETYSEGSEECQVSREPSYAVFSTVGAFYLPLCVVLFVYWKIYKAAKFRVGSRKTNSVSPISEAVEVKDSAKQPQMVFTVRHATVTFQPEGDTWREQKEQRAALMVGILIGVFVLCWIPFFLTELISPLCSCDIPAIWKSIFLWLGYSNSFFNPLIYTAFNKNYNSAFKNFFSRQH
# SR-BI DiI-HDL act = activators of SR-BI mediated DiI-HDL uptake, primary screen, ldlA[mSR-BI] CHO cells, DiI fluorescence | AID 504775, 2011 | activation, % at 12.5 µM | 3 h; 100 = double the neutral-control signal | 320,000 compounds, 0.096% hits;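 active = mean replicate activation of at least 60% and every replicate at or above 60%; inconclusive = mean or all-replicate condition met, but not both; inactive = mean below 60% and not all replicates reaching 60%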;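 also: 0% = median plate neutral-control signal and 100% = twice that signal; values of inactives mirror those of a sister screen read the other way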
#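 Test system: SR-BI-overexpressing, LDLR-lacking CHO cells; Medium: Ham's F12 with 0.5% BSA, HEPES 25 mM, pH 7.4; Schedule: 3 h, 37 °C; Technique: bottom-read fluorescence, 550/595 nm.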
# CDK5 inh = inhibitors of human CDK5/p35 kinase, primary screen, biochemical, single concentration. Cyclin-dependent kinase 5 (Homo sapiens) + Cyclin-dependent kinase 5 activator 1 (Homo …. Recombinant CDK5/p35, ADP-Glo luminescence, 60 min. inhibition, % at 10 µM. 330,000 compounds, 0.01% hits;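 active = highest replicate inhibition of at least 50% and at least 75% of replicates reaching 50%; inconclusive = only one of the two criteria met; inactive = both criteria failed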;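 also: plate controls were DMSO neutral control for no effect and GW8510 at 10 µM for full effect; many of its hits are not listed in these tables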
# Target sequence (Q00535 whole entry, looked up): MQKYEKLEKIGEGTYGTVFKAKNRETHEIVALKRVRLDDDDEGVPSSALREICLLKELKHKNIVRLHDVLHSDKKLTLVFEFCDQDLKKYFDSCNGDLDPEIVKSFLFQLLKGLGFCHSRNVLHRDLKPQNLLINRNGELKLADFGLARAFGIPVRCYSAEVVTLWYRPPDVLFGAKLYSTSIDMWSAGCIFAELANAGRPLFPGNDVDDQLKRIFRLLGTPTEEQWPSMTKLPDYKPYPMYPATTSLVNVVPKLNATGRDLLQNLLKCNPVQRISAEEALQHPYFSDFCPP
# Target sequence (Q15078 whole entry, looked up): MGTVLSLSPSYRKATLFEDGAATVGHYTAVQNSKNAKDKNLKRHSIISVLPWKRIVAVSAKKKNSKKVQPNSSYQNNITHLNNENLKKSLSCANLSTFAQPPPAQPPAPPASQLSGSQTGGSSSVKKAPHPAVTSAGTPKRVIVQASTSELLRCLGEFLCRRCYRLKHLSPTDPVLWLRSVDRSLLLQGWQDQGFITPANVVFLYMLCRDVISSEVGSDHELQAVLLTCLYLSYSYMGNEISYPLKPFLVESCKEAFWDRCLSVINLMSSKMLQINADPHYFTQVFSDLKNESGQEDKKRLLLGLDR
# Wnt bcat act = Wnt/beta-catenin pathway activators, primary screen, cell-based, plate reader, single point; Wnt/beta-catenin reporter cell assay, activator; activation, % at 9.35 µM; 300,000 compounds, 1.2% hits; AID 743398, 2014; in the data active = activation above about 30%, passing the limit was not always enough; inconclusive = no clear call, values can overlap the other calls;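 also: 0% = neutral control wells and 100% = positive control wells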
# PvdQ inh = P. aeruginosa PvdQ acylase inhibitors, primary screen, biochemical, fluorescence, plate reader and imaging, single point; inhibition, % at 10 µM; PvdQ acylase [Pseudomonas aeruginosa LESB58]; 340,000 compounds, 0.063% hits; purified PvdQ acylase; AID 488965, 2010; in the data active = inhibition above about 30%, passing the limit was not always enough; inconclusive = no clear call, values can overlap the other calls;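 also: 0% = vehicle neutral wells and 100% = reference inhibitor wells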
# * marks the source's active call; other numbers are inactive results; ? = inconclusive; · = no result given.
SMILES,SR-BI DiI inh,dFosB act,MITF act,Rtt109 HAT inh,RTF Ca sens act,HTR5A ag ctr,SR-BI DiI-HDL act,CDK5 inh,Wnt bcat act,PvdQ inh
Cc1ccc(S(=O)(=O)N2CCN(c3ccccc3)CC2)cc1C(N)=O,-4,0,5,4,8,-1,4,-4.0,-2,-13
Cc1ccn2c(-c3n[nH]c(=S)n3C)c(C)nc2c1,-13,1,-6,-5,-2,-1,13,0.6,-5,0
CC(C)C1C(C#N)=C(N)Oc2n[nH]c(-c3cccs3)c21 (configuration not stated),-23,-7,-2,8,4,-2,23,0.8,-8,-15
CN(C)/C=C/C(=O)c1ccc(S(=O)c2ccccc2)cc1 (configuration not stated),2,-4,-6,1,11,-5,-2,-1.6,-11,-8
S=C(Nc1ccc(Cl)cc1)c1nc2ccccc2s1,5,-1,45,-1,3,-5,-5,-0.1,·,3
COc1ccc(C(=O)NCCC2=CCCCC2)cc1OC1CCN(C(C)C)CC1,14,-9,27,7,2,2,-14,1.1,16,-10
OCCC1CN(Cc2ccsc2)CCN1C1CCCC1 (configuration not stated),-7,3,-4,-3,5,1,7,-6.9,-2,-12
COc1ccccc1NC(=O)c1ccc2c(c1)nnn2C,20,-6,4,-15,7,9,-20,-0.7,8,3
NS(=O)(=O)c1ccccc1NC(=O)c1c(O)c2ccccc2[nH]c1=O,-27,9,56,-3,11,-1,27,1.9,28,-11
Cc1cccc(-c2nc3ccccc3c(=O)n2NC(=O)c2cccs2)c1,-19,-5,10,30,3,-3,19,8.6,2,4
CCOc1cc(/C=C2\COc3ccccc3C2=O)cc(Br)c1OCC(=O)N(C)C,63,-17,-88,10,-5,-10,-63,0.7,-18,-7
Cn1cc(/C=C2\SC(=S)N(N3CCOCC3)C2=O)c2ccccc21,38,2,17,17,18,4,-38,-0.2,3,-2
COc1cc(OC)c(C(=O)N2CCN(c3ccccn3)CC2)cc1OC,-9,1,2,-4,-5,1,9,1.9,-1,-20
O=C(c1ccc(C(F)(F)F)cc1)C1CCCN(C(=O)CN2CCCC2=O)C1 (configuration not stated),-18,4,30,-2,3,-3,18,4.0,8,-2
Cc1nc(NC(=O)C23CCC(C)(C(=O)O2)C3(C)C)sc1C (configuration not stated),-5,-5,1,4,1,0,5,-2.3,-3,-7
COc1ccc(N(CC(=O)NCCSCc2ccccc2C)S(=O)(=O)c2ccccc2)cc1,-6,-15,14,0,0,-2,6,1.4,-2,-11
Cc1ccc(CNS(=O)(=O)c2ccc3c(c2)NC(=O)CO3)cc1,-14,-4,8,3,-5,2,14,-2.0,2,-11
COc1ccc(NC(=O)c2cc(S(=O)(=O)N3CCc4ccccc43)cn2C)c(OC)c1,30,-11,6,0,2,0,-30,0.2,·,-1
CCc1ccccc1NC(=O)CN(c1ccc(OC)cc1OC)S(=O)(=O)c1ccccc1,-6,-10,·,5,-2,2,6,2.0,4,-14
O=C(COc1ccccc1F)Nc1cc(S(=O)(=O)Nc2cccc(Cl)c2)ccc1O,0,11,-10,1,1,2,0,-1.1,4,-13

# 2 of the compounds above, with bars between the fields:
mol | SR-BI DiI inh | dFosB act | MITF act | Rtt109 HAT inh | RTF Ca sens act | HTR5A ag ctr | SR-BI DiI-HDL act | CDK5 inh | Wnt bcat act | PvdQ inh
CC(C)C1C(C#N)=C(N)Oc2n[nH]c(-c3cccs3)c21 (configuration not stated) | -23 | -7 | -2 | 8 | 4 | -2 | 23 | 0.8 | -8 | -15
CN(C)/C=C/C(=O)c1ccc(S(=O)c2ccccc2)cc1 (configuration not stated) | 2 | -4 | -6 | 1 | 11 | -5 | -2 | -1.6 | -11 | -8

# Further compounds.
SMILES,SR-BI DiI inh,dFosB act,MITF act,Rtt109 HAT inh,RTF Ca sens act,HTR5A ag ctr,SR-BI DiI-HDL act,CDK5 inh,Wnt bcat act,PvdQ inh
COc1ccc(C(=O)Nc2cc([N+](=O)[O-])ccc2N2CCN(C)CC2)cc1,37,-1,-7,10,2,2,-37,0.5,·,-10
CN(C)S(=O)(=O)c1ccc(N2CCCC2)c(C(=O)N2CCN(S(=O)(=O)c3ccc(F)cc3)CC2)c1,-20,-8,-5,14,-13,-9,20,-0.5,3,7
Cc1cc(NC(=O)CCC(=O)N(CC(=O)NC2CCCC2)Cc2ccc3c(c2)OCO3)no1,1,-1,-4,-7,-4,-4,-1,-1.1,-1,-13
COc1ccc(C(C(=O)NC(C)(C)C)N(Cc2cccnc2)C(=O)CCC(=O)Nc2cc(C)on2)cc1 (configuration not stated),-21,-16,-6,-1,2,0,21,-0.9,-3,-12
Cc1noc(/C=C/c2cccs2)c1S(=O)(=O)N1CCC(C(=O)NCCCN2CCCC(C)C2)CC1 (configuration not stated),10,-12,7,1,1,3,-10,0.5,-1,-6
COc1ccc([N+](=O)[O-])cc1NC(=O)C(C)Sc1nc(-c2ccccc2)cs1 (configuration not stated),68,1,-6,1,-6,-2,-68,-1.6,0,2
Cc1ccc([N+](=O)[O-])cc1S(=O)(=O)Nc1cccc(-c2ccc(N3CCOCC3)nn2)c1,-4,0,88*,-12,-8,-7,4,-1.5,14,-12
O=C(Nc1cccn2ncnc12)c1ccc(Cl)cc1Cl,-5,-1,·,3,-1,-3,5,1.0,-3,-6
O=C(NCc1ccco1)c1ccc([N+](=O)[O-])o1,-18,5,-14,-1,1,-1,18,0.5,13,-20
COc1ccc(C(=O)Nc2ccccc2C(=O)Nc2cccnc2)cc1,·,-24,79,11,-5,2,·,-0.1,13,1
COc1ccc(NS(=O)(=O)c2cc(NC(=O)CCc3ccc(OC)c(OC)c3)ccc2N2CCOCC2)cc1,18,-2,-4,33,-2,0,-18,0.0,-2,-8
Cc1ccnc(SC2CC(=O)N(c3ccc([N+](=O)[O-])cc3)C2=O)n1 (configuration not stated),·,7,·,0,4,-4,·,0.4,-3,-8
CC(/C=C/C=C/c1ccccc1)=N/NC(=O)C(O)c1ccccc1 (configuration not stated),13,-7,16,9,-5,-7,-13,0.9,0,-1
CCOc1ccccc1OCC(=O)Nc1c(C)n(C)n(-c2ccccc2)c1=O,-6,-1,-4,10,0,-1,6,0.5,4,-13
Cc1ccc2c(c1)N(S(=O)(=O)c1cc(-c3onc(C)c3C)ccc1C)CCO2,21,-10,-18,21,2,8,-21,-0.3,-4,5
COc1ccc(/C=N/NC(=O)CNC(=O)/C=C/c2ccccc2OC)cc1,·,-9,0,-8,-8,11,·,-0.2,4,-13
Cc1ccc(NCc2n[nH]c(=S)n2-c2ccccc2)cc1,-17,2,0,-2,-7,-5,17,1.9,12,-4
CCCC1CCC(=C(C#N)C(N)=O)CC1 (configuration not stated),-14,0,2,16,-4,3,14,3.0,0,7
CC(C)(C)C(=O)Nc1ccc(-c2cc3cc(Cl)ccc3o2)cc1,22,0,13,-1,8,0,-22,0.6,21,-16
COc1ccc(C(CNC(=O)c2cccc(S(=O)(=O)Nc3cccc(C)c3)c2)N2CCOCC2)cc1 (configuration not stated),-3,-4,8,-3,-8,5,3,-2.3,-5,-9

# 3 entries already listed, arranged by their value in RTF Ca sens act, high to low.
compound,RTF Ca sens act
NS(=O)(=O)c1ccccc1NC(=O)c1c(O)c2ccccc2[nH]c1=O,11
COc1ccc(NC(=O)c2cc(S(=O)(=O)N3CCc4ccccc43)cn2C)c(OC)c1,2
Cc1ccc(NCc2n[nH]c(=S)n2-c2ccccc2)cc1,-7

# Among those listed so far, these have a Cl atom:
SMILES,SR-BI DiI inh,dFosB act,MITF act,Rtt109 HAT inh,RTF Ca sens act,HTR5A ag ctr,SR-BI DiI-HDL act,CDK5 inh,Wnt bcat act,PvdQ inh
S=C(Nc1ccc(Cl)cc1)c1nc2ccccc2s1,5,-1,45,-1,3,-5,-5,-0.1,·,3
O=C(COc1ccccc1F)Nc1cc(S(=O)(=O)Nc2cccc(Cl)c2)ccc1O,0,11,-10,1,1,2,0,-1.1,4,-13
O=C(Nc1cccn2ncnc12)c1ccc(Cl)cc1Cl,-5,-1,·,3,-1,-3,5,1.0,-3,-6
CC(C)(C)C(=O)Nc1ccc(-c2cc3cc(Cl)ccc3o2)cc1,22,0,13,-1,8,0,-22,0.6,21,-16

# Continuation:
SMILES,SR-BI DiI inh,dFosB act,MITF act,Rtt109 HAT inh,RTF Ca sens act,HTR5A ag ctr,SR-BI DiI-HDL act,CDK5 inh,Wnt bcat act,PvdQ inh
O=C(CNS(=O)(=O)c1ccc(Br)cc1)NCc1cccnc1,-12,5,-5,5,4,1,12,3.2,1,-14
CCCC(=O)Nc1nc2ccc(OCC)cc2s1,35,6,96*,4,4,8,-35,-0.2,41*,9
CCc1ccc(N2C(=O)C3C4CCC(C4=C(C)C)C3C2=O)cc1 (configuration not stated),-4,-1,11,-5,0,0,4,0.8,-1,-10
CCOC(=O)C1Cc2ccccc2CN1 (configuration not stated),-5,1,6,-5,4,-3,5,-1.6,-16,-8
O=C1CN(C(=O)COC(=O)c2ccc(Br)o2)c2ccccc2N1,-14,2,-10,3,-3,7,14,-0.3,0,-8
O=C(Nc1ccccc1)NC1CC2CCC(C1)N2Cc1nnnn1Cc1ccc2c(c1)OCO2 (configuration not stated),?,-7,-5,21,0,3,-71,-2.1,1,-1
CCCCCCN1C=C/C(=C\C=C(C#N)C#N)c2ccccc21,76*,-24,-34,9,0,-4,-76,5.7,·,2
CC(C)CC(NC(=O)c1cccc(Cl)c1)C(=O)O (configuration not stated),-5,-3,2,5,0,-1,12,1.3,0,-15
Cc1ccc(S(=O)(=O)N2CCCN(S(=O)(=O)c3ccc4c(c3)OCCO4)CC2)cc1,-34,-11,-4,0,4,4,34,-2.0,·,-7
COC(=O)c1ccc(NC(=O)CSc2nn3c(=O)c(C)nnc3s2)cc1,-9,-7,-2,-48,-1,-2,9,0.4,0,-14
O=C(Nc1ccon1)Nc1ccccc1C(F)(F)F,-5,-4,0,1,7,-3,5,-1.7,-2,-10
